mcGAS inh: inhibitors of mouse cGAS; Q8C6L5; AID 1259399; actives 0.15% (n = 160,000); inhibition, % at 12.5 µM; recombinant cGAS, Kinase-Glo ATP depletion luminescence;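 also: 0% = negative control wells and 100% = reference inhibitor with no enzyme activity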
NPYLR7 agonist: activates Aedes aegypti NPYLR7 receptor; AID 1259423; HEK293T NPYLR7/Galpha15, GCaMP6s calcium fluorescence; actives 0.15% (n = 270,000); activation, % at 10 µM; in the data active = activation above about 40%;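 also: 0% = vehicle and 100% = reference agonist at the receptor; some compounds past the cut are filed as inactive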
hcGAS inh: blocks human cGAS activity. inhibition, % at 12.5 µM. AID 1259398. actives 0.081% (n = 290,000). recombinant h-cGAS, ATP depletion, Kinase-Glo luminescence;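 also: 0% = vehicle reaction and 100% = reaction without DNA for no activity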
Target sequence (Q8N884 whole entry, looked up): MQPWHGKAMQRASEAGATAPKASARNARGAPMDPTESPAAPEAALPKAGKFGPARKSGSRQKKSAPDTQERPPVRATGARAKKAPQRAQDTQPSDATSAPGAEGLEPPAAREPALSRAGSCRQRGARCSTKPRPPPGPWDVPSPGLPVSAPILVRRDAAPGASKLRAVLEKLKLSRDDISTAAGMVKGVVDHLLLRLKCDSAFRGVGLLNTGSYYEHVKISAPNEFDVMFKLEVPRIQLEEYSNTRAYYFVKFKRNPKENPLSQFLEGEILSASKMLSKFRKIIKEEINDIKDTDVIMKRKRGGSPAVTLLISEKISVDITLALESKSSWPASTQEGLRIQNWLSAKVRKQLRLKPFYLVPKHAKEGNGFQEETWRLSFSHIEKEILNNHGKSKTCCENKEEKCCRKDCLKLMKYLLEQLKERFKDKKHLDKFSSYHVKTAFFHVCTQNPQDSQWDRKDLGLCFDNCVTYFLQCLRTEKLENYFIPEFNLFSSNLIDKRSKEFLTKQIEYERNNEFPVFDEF
Numbers without * were called inactive; & = joins results of further samples. Rule as the data show it, unless noted: active = inhibition above about 40%; inactive = the rest.

`COc1ccccc1N1CC(c2nc3ccccc3n2Cc2ccc(F)cc2)CC1=O` (centres undefined) gave NPYLR7 agonist 2 and hcGAS inh -2.
`CC1CCCN(C(C(=O)NC2CCCC2)c2cc3c(cc2[N+](=O)[O-])OCO3)C1` (centres undefined) gave NPYLR7 agonist -6 and hcGAS inh 14.
Screening Cc1cccc(N2CCC(C(=O)NCCc3ccccn3)C2=O)c1 (centres undefined) returned NPYLR7 agonist 6 and hcGAS inh -2.
`CN1C(=O)N(Cc2cccnc2)C(=O)C12CCN(Cc1cccc(Oc3ccc(Cl)cc3)c1)CC2` gave mcGAS inh -11, NPYLR7 agonist 14 and hcGAS inh -7.
Screening Cc1nc(C(=O)N2CCCCc3ccccc32)nn1-c1ccc(F)cc1 returned NPYLR7 agonist 8 and hcGAS inh -9.
`Cc1ccc2[nH]cc(-c3nc(-c4ccc(C(F)(F)F)cc4)no3)c(=O)c2c1` gave mcGAS inh -4, NPYLR7 agonist -2 and hcGAS inh -5.
O=C(c1cn(Cc2cccc(F)c2)nn1)N1CCC(n2cccc2)C1 (centres undefined) was read as mcGAS inh -12, NPYLR7 agonist 16 and hcGAS inh -5.
O=C(c1ccc2oc(CCCc3ccccc3)nc2c1)N1CCC(Oc2cccnc2)CC1 was read as mcGAS inh -7 and hcGAS inh -4.
O=C(NCC1CCCO1)C1CCN(S(=O)(=O)N2CCCCC2)CC1 (centres undefined) was read as NPYLR7 agonist -2 and hcGAS inh 2.
CCc1c(C)c(C(=O)NC(C)CC)n(Cc2cccc(OC)c2)c1C (centres undefined) was read as mcGAS inh -5, NPYLR7 agonist 15 and hcGAS inh -3.
For NC(=O)c1nc(-c2ccccc2)nc2c1[nH]c(=O)n2-c1ccc2c(c1)OCO2 the results were mcGAS inh -7, NPYLR7 agonist -10 and hcGAS inh -6.
Screening Cc1ccc(-c2ccccc2NC(=O)C2CC2)cc1F returned NPYLR7 agonist 1 and hcGAS inh -5.
For CCOC(=O)C1=C(C)N(CC)C(=S)NC1c1cccc(NC(=O)c2cc(OC)cc(OC)c2)c1 (centres undefined) the results were mcGAS inh -6, NPYLR7 agonist -3 and hcGAS inh -5.
Screening O=C(NC1CCN(Cc2ccccc2)C1=O)c1cc(Cl)ccc1Cl (centres undefined) returned mcGAS inh -10, NPYLR7 agonist 1 and hcGAS inh -15.
Screening Cc1ccc(-n2nnnc2CNC(=O)c2ccc3ccccc3c2)cc1 returned mcGAS inh -1, NPYLR7 agonist -5 and hcGAS inh 0.

Structural class, those above with sulfur.
O=C(NCC1CCCO1)C1CCN(S(=O)(=O)N2CCCCC2)CC1 (centres undefined) was read as NPYLR7 agonist -2 and hcGAS inh 2.
For CCOC(=O)C1=C(C)N(CC)C(=S)NC1c1cccc(NC(=O)c2cc(OC)cc(OC)c2)c1 (centres undefined) the results were mcGAS inh -6, NPYLR7 agonist -3 and hcGAS inh -5.

Sorted by SMILES length (highest first): 6 of the compounds above
For CCOC(=O)C1=C(C)N(CC)C(=S)NC1c1cccc(NC(=O)c2cc(OC)cc(OC)c2)c1 (centres undefined) the results were mcGAS inh -6, NPYLR7 agonist -3 and hcGAS inh -5.
`CC1CCCN(C(C(=O)NC2CCCC2)c2cc3c(cc2[N+](=O)[O-])OCO3)C1` (centres undefined) gave NPYLR7 agonist -6 and hcGAS inh 14.
`COc1ccccc1N1CC(c2nc3ccccc3n2Cc2ccc(F)cc2)CC1=O` (centres undefined) gave NPYLR7 agonist 2 and hcGAS inh -2.
CCc1c(C)c(C(=O)NC(C)CC)n(Cc2cccc(OC)c2)c1C (centres undefined) was read as mcGAS inh -5, NPYLR7 agonist 15 and hcGAS inh -3.
O=C(NCC1CCCO1)C1CCN(S(=O)(=O)N2CCCCC2)CC1 (centres undefined) was read as NPYLR7 agonist -2 and hcGAS inh 2.
Screening Cc1cccc(N2CCC(C(=O)NCCc3ccccn3)C2=O)c1 (centres undefined) returned NPYLR7 agonist 6 and hcGAS inh -2.

Additional structures.
Screening Cc1ccc(OCC(=O)N2CCc3c(sc4[nH]c(=O)n(Cc5ccco5)c(=O)c34)C2)cc1 returned mcGAS inh -6 and hcGAS inh -11.
`CC(C)c1ccccc1NC(=O)C1CC1C` (centres undefined) gave NPYLR7 agonist 6 and hcGAS inh -5.
For COc1ccc(C(=O)O)cc1S(=O)(=O)N1CCC(C)c2ccccc21 (centres undefined) the results were NPYLR7 agonist 5 and hcGAS inh -2.
For CCCCN(Cc1ccco1)Cc1cc2ccc(F)cc2[nH]c1=O the results were mcGAS inh -8, NPYLR7 agonist -4 and hcGAS inh -3.
O=C(Cc1ccc(Oc2nc(Cc3ccc(F)cc3)ns2)cc1)N1CCN(c2cccc(C(F)(F)F)c2)CC1 was read as mcGAS inh -6, NPYLR7 agonist 14 and hcGAS inh -7.
Screening CC(=O)Nc1sc(C)c(C)c1C(=O)OC(C)C(=O)NC1CCCC1 (centres undefined) returned NPYLR7 agonist 8 and hcGAS inh -9.
`OCC1(Cc2ccccc2)CCCN(Cc2ccc3nonc3c2)C1` (centres undefined) gave NPYLR7 agonist 7 and hcGAS inh -5.
`Cn1c(=O)c2c(nc(CN3CCOCC3)n2CCc2ccccc2)n(C)c1=O` gave mcGAS inh -8, NPYLR7 agonist 7 and hcGAS inh -3.
Screening CC(NC(=O)c1ccc(CSc2nc3ccccc3[nH]2)cc1)c1ccc(S(C)(=O)=O)cc1 (centres undefined) returned mcGAS inh -3, NPYLR7 agonist 10 and hcGAS inh -10.
Cc1nnnn1C(Cc1cccc(F)c1)C(=O)N1CCCC(C(=O)NCC(C)C)C1 (centres undefined) was read as mcGAS inh -13, NPYLR7 agonist 7 and hcGAS inh -7.
Screening CCC1=NN(C(=O)c2ccc(O)cc2)C(O)(C(F)(F)F)C1 (centres undefined) returned NPYLR7 agonist -4 and hcGAS inh -6.
CC1CCN(c2ccc(NC(=O)Nc3ccc(F)c(Cl)c3)cc2C(=O)NC2CC2)CC1 was read as mcGAS inh -6, NPYLR7 agonist 34 and hcGAS inh -6.
For O=S(=O)(Cc1ccccc1Cl)N1CCOC2(CNCCOC2)C1 (centres undefined) the results were NPYLR7 agonist 12 and hcGAS inh 0.
`C=CCOc1ccc(Br)cc1C1c2cc3c(cc2OC(=N)C1C#N)OCO3` (centres undefined) gave NPYLR7 agonist 4 and hcGAS inh -8.
`CCOC(=O)N1CCN(C(=O)CSc2c(-c3ccccc3)[nH]c3ccccc23)CC1` gave NPYLR7 agonist 6 and hcGAS inh -4.
For CCN1N=C(C)Cn2c1nc1c2c(=O)n(Cc2ccccc2Cl)c(=O)n1C the results were NPYLR7 agonist -6 and hcGAS inh -5.
`CCOC(=O)CC(C)NC(=S)NCCc1nc2ccccc2[nH]1` (centres undefined) gave mcGAS inh -5, NPYLR7 agonist -6 and hcGAS inh -3.
`CCn1nc(C)c(CNCc2c(C(=O)N3CCCC3)nc3sccn23)c1C` gave NPYLR7 agonist 19 and hcGAS inh -9.
Cc1ccc(C2c3ccccc3CCN2C(=O)Nc2ccc(C#N)cc2)cc1 (centres undefined) was read as mcGAS inh -9, NPYLR7 agonist 1 and hcGAS inh -8.
`CCOC(=O)C1CCN(C(c2ccco2)C2Sc3nc(C)nn3C2=O)CC1` (centres undefined) gave mcGAS inh -8, NPYLR7 agonist 1 and hcGAS inh -4.
`COc1ccccc1-n1cnn(CN(CC(C)C)C2CC2)c1=S` gave NPYLR7 agonist 4 and hcGAS inh -5.
`Cc1ccccc1NC(=O)Cn1nc(-c2ccccc2)c2sc(N3CCCC3)nc2c1=O` gave mcGAS inh -7, NPYLR7 agonist -3 and hcGAS inh -5.
`Cc1ccccc1Nc1oc2c(c1-c1ccc(Cl)cc1)c(=O)n(C)c(=O)n2C` gave mcGAS inh 0, NPYLR7 agonist 4 and hcGAS inh -2.
For COc1ccc(C(=O)N2CCN(C(C(=O)N3CCCCC3C)C3CCCC3)CC2)cc1OC (centres undefined) the results were mcGAS inh -5, NPYLR7 agonist -3 and hcGAS inh -4.
`COc1ccc(N2C(=O)/C(=C/c3ccc(N(C)C)cc3)N(C)C2=S)cc1` gave mcGAS inh -9, NPYLR7 agonist 23 and hcGAS inh -7.
For CC(C)Sc1nc2c(c(=O)n(C)c(=O)n2C)n1Cc1ccccc1 the results were NPYLR7 agonist 17 and hcGAS inh -13.
For CCCNC(=O)C1(C)CCN(Cc2cccc(OC(=O)c3ccccc3)c2)C1 (centres undefined) the results were NPYLR7 agonist 5 and hcGAS inh -5.
Screening Cc1cc(S(=O)(=O)N2CCc3ccc(NC(=O)c4ccccn4)cc3C2)c(C)s1 returned NPYLR7 agonist 4&6 and hcGAS inh -10&-5.
Screening CCn1c(=O)n(CCC(=O)Nc2ccc3c(c2)OCO3)c2ccccc21 returned NPYLR7 agonist 3 and hcGAS inh -11.
`CCO[C@H]1COC[C@@H]1NC(=O)CCc1scnc1C` gave NPYLR7 agonist 9 and hcGAS inh -3.
Cc1cccc(-c2c(-c3ccccc3)ncn2CCCn2ccnc2)c1 was read as NPYLR7 agonist 4 and hcGAS inh -3.
CN(C(=O)c1cc2c(=O)n3ccccc3nc2s1)C1CCCCC1 was read as NPYLR7 agonist -5 and hcGAS inh -2.
CCOC(=O)N1CCN(C(=O)C=Cc2ccco2)CC1 was read as NPYLR7 agonist -3 and hcGAS inh -7.
Screening CCc1sc(C(=O)NC2CCN(C(=O)c3ccncc3)CC2)cc1C returned NPYLR7 agonist 0 and hcGAS inh -2.
For CCN(CC)CC(=O)OCC1C(C)C=C(C)CC1C (centres undefined) the results were NPYLR7 agonist 3 and hcGAS inh -2.
`O=C(Cn1ncnn1)N1CCC(N2CCCC(C(=O)N3CCCC3)C2)CC1` (centres undefined) gave NPYLR7 agonist 4 and hcGAS inh -6.
C=CCC1CC(=O)N(CCc2c[nH]c3ccccc23)C1=O (centres undefined) was read as mcGAS inh -4, NPYLR7 agonist -13 and hcGAS inh -3.
CCCCN(C(C)=O)c1c(CC)nc2ccc(C(=O)NCCN3CCOCC3)cn12 was read as mcGAS inh -2, NPYLR7 agonist 13 and hcGAS inh -4.
`COCCCNC(=O)c1cc(-c2cccs2)nc2cc(C)c(C)cc12` gave mcGAS inh -6, NPYLR7 agonist 6 and hcGAS inh -6.
`CC(C)CC(NC(=O)c1ccco1)c1nnc2n1CCN(Cc1ccc3c(c1)OCO3)CC2` (centres undefined) gave mcGAS inh -10, NPYLR7 agonist 15 and hcGAS inh -8.
`COc1ccc(C(C)=O)cc1CN1C(=O)C2(CCC2)ON=C1c1cccs1` gave NPYLR7 agonist -3 and hcGAS inh 16.
Screening COc1ccccc1N1CCN(CC[C@H]2CN(C(=O)c3ccccc3)CC[C@H]2CC(=O)O)CC1 returned mcGAS inh -6, NPYLR7 agonist -2 and hcGAS inh -5.
For COc1ccc(CNC(=O)c2cccnc2N2CCN(C(=O)CCC3CCCC3)CC2)cc1 the results were mcGAS inh -7, NPYLR7 agonist 2 and hcGAS inh -6.
For Cc1ccccc1CSc1nnc(CNC(=O)c2cccc(Br)c2)n1-c1cc(Cl)ccc1Cl the results were mcGAS inh -4, NPYLR7 agonist 29 and hcGAS inh -1.
COc1ccc(NC(=O)NNC(=O)c2ccc(=O)n(Cc3ccc(C)cc3)c2)cc1 was read as NPYLR7 agonist 1 and hcGAS inh -16.

Next part; it opens with the 2 that closed the last part.
For Cc1ccccc1CSc1nnc(CNC(=O)c2cccc(Br)c2)n1-c1cc(Cl)ccc1Cl the results were mcGAS inh -4, NPYLR7 agonist 29 and hcGAS inh -1.
COc1ccc(NC(=O)NNC(=O)c2ccc(=O)n(Cc3ccc(C)cc3)c2)cc1 was read as NPYLR7 agonist 1 and hcGAS inh -16.
Screening Cc1nnsc1C(=O)NCCn1ncc2c(N3CCCC3)ncnc21 returned mcGAS inh -11, NPYLR7 agonist 2 and hcGAS inh -12.
For CC(=O)Nc1ccc(C(=O)CSc2n[nH]c(-c3ccccc3)n2)cc1 the results were mcGAS inh -5, NPYLR7 agonist -7 and hcGAS inh -9.
Screening COc1ccc(N2CCN(c3cc(-c4ccccc4)nc(SCc4ccc(C(=O)NCc5ccccn5)cc4)n3)CC2)cc1 returned mcGAS inh 0, NPYLR7 agonist 7 and hcGAS inh 3.
`CC(C)C(=O)Nn1ccc2c(cnc3nc(-c4ccccc4)nn32)c1=O` gave NPYLR7 agonist 4 and hcGAS inh -6.
Screening COc1ccc(CCC(=O)NCCn2ncc3c(NC(C)C)nc(SC)nc32)cc1 returned mcGAS inh -6 and hcGAS inh -5.
`Cn1c(=O)[nH]c(=O)c2c1nc(N1CCc3ccccc3C1)n2CCSc1ncccn1` gave NPYLR7 agonist 4 and hcGAS inh -4.
Cc1ccc(-c2nc(CCNc3nn4c(=O)ccnc4s3)cs2)cc1 was read as NPYLR7 agonist 0 and hcGAS inh -6.
For CC1CCC(NC(=O)C(C)N2C3CCC2CC(=O)NC3)CC1 (centres undefined) the results were mcGAS inh -15, NPYLR7 agonist 8 and hcGAS inh -5.
`CCCC(C)N1Cc2cccc(NCc3c(C)noc3C)c2C1` (centres undefined) gave NPYLR7 agonist 15 and hcGAS inh -6.
For CC(SCC(=O)N(c1ccc(F)cc1)C1C=CS(=O)(=O)C1)c1ccccc1F (centres undefined) the results were NPYLR7 agonist 3 and hcGAS inh -6.
Screening O=C(CCC1CCCN(Cc2ccc(-c3ccccc3Cl)o2)C1)NC1CC1 (centres undefined) returned NPYLR7 agonist 5 and hcGAS inh -10.
`Cc1ccccc1-c1noc(-c2cn(CC3CCCO3)nn2)n1` (centres undefined) gave NPYLR7 agonist 10 and hcGAS inh -11.
Screening CCC(CC)C(=O)N1[C@@H](c2ccco2)[C@@H](C(=O)NC)C[C@]12CCCCN(C)C2=O returned mcGAS inh -7, NPYLR7 agonist 2 and hcGAS inh -4.
`Fc1ccccc1/C=N\Nc1nc(N2CCCCC2)nc(N2CCOCC2)n1` gave mcGAS inh 2, NPYLR7 agonist -18 and hcGAS inh 3.
Screening CN(Cc1cn[nH]c1-c1ccccc1)C(=O)C(=O)c1ccco1 returned mcGAS inh -18, NPYLR7 agonist 22 and hcGAS inh -6.
